Glyco luc inh = N-linked glycosylation inhibition | D54 ERlucT glycosylation luciferase reporter, 24 h; percent of 100 nM tunicamycin response | reporter increase, % at 12.5 µM | 0.23% of 360,000 active;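 active = mean luciferase reporter signal, scaled so untreated is 0 and the glycosylation-blocking control 100, at or above a set limit in every replicate; inconclusive = mean reaches the limit but not every replicate does; inactive = mean below the limit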;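 also: luciferase carries N-glycosylation sites so blocking glycosylation raises the light; 0% = median of neutral control wells and 100% = median of 100 nM tunicamycin wells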
ABCB6 inh MLPCN = human ABCB6 transporter inhibition. fluorescence ratio to DMSO, % at 10 µM. K562-ABCB6 porphyrin accumulation, flow cytometry, 1 h; stronger effect = lower value. Q9NP58. 0.19% of 360,000 active. AID 602162;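 active = fluorescence ratio to DMSO below 75%, the collection mean minus 3 SD; inconclusive = too few cells collected in the well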;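 also: signal is porphyrin accumulated inside mitochondria; 100% equals median channel fluorescence of DMSO control wells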
Exocytosis inh = blocks lytic granule exocytosis. TALL-104 LAMP-1 surface exposure, flow cytometry; cells stimulated with thapsigargin and PMA. inhibition, % at 10 µM. 0.66% of 360,000 active. AID 651702;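 active = inhibition above about 55%, limit read from the data; inconclusive = no clear call, values can overlap the other calls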
aDG glyco act = increases alpha dystroglycan glycosylation | AID 624168 | activation, % at 10 µM | Pro5-aDG cells, alpha-DG glycosylation AlphaScreen (IIH6); 0% Pro5, 100% B10-LARGE cell signal | 0.22% of 360,000 active;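 active = activation of at least 8% versus controls, or a plate z-score of at least 8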;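 also: Pro5 are CHO cells carrying HIG-tagged alpha-DG that lacks glycosylation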
Vif inh = blocks HIV Vif function | 0.35% of 340,000 active | inhibition, % at 7.49 µM | HEK293T cells, Vif self-association by quenched fluorescence, imaging, 24 h; in the data active = inhibition above about 50%, passing the limit was not always enough; inconclusive = no clear call, values can overlap the other calls; inactive = below about 31%; also: some results filed as inactive read as strong as hits
CaV13 FRET inh = Disruptors of the CACNA1D IQ motif to Ca2+-dependent inactivation inhibitor domain association, primary screening, Förster resonance energy transfer in intact living …; HEK cells, CFP/YFP FRET ICDI-IQ, plate reader, 10 min; percent FRET-ratio fall versus neutral wells; inhibition, % at 12.3 µM; 0.098% of 340,000 active; AID 743397;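 active = mean replicate inhibition of at least 30% and at least 1% of replicates passing that level; inconclusive = only one of the two criteria is met; inactive = neither criterion is met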;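 also: 0% = median of the neutral control wells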
m5-HT2A agonist = mouse HTR2A agonism via beta-arrestin recruitment | 0.66% of 360,000 active | CHO-K1 mHTR2A beta-arrestin complementation, luminescence; percent of 30 µM serotonin response | activation, % at 7.6 µM;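 active = activation above a run cutoff, the mean activation of all tested compounds plus 3 SD, cut at about 14% in these data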;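 also: 0% = plate median of compound wells and 100% = 30 µM serotonin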
Target sequence (P35363 whole entry, looked up): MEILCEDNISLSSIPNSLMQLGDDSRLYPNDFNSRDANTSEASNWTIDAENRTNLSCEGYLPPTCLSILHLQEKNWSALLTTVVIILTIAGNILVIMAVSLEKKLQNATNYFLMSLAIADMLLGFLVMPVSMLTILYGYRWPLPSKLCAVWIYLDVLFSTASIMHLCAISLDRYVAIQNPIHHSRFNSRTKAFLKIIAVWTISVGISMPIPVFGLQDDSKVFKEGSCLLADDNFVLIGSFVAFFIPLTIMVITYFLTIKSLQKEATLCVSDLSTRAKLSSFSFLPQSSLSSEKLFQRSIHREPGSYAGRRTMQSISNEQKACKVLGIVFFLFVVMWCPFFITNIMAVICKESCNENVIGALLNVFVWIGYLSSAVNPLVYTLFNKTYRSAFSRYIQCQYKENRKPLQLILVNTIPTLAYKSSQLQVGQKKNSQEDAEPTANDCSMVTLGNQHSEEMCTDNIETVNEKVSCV
PDI inh = blocks human protein disulfide isomerase activity. AID 588391. 0.052% of 350,000 active. PDI insulin aggregation turbidity, A650, 90 min. inhibition, % at 10 µM;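 active = mean inhibition across replicates of 30% or more, whatever share of single replicates reach that level; inconclusive = mean inhibition below 30% while every single replicate reaches 30%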;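 also: absorbance from insulin aggregation driven by PDI reduction with DTT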
Target sequence (P07237 whole entry, looked up): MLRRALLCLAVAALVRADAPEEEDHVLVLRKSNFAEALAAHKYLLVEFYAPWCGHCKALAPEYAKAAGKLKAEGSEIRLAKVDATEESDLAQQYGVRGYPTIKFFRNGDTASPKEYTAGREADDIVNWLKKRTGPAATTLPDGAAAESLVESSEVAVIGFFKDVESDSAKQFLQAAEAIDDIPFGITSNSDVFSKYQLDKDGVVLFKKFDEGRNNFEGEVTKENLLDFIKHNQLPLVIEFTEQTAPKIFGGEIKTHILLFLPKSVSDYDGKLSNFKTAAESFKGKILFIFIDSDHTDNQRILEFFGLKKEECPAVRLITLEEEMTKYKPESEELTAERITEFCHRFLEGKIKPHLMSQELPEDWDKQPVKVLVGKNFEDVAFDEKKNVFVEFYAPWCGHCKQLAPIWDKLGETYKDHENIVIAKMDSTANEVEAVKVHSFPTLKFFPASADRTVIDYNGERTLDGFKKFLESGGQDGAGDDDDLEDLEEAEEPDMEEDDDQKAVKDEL
iPSC survival up = hiPSC single-cell survival enhancement | survival enhancement, % at 20 µM | 0.044% of 360,000 active | ATPlite luminescence; 100% = ROCK inhibitor wells, 0% = DMSO | AID 602274; in the data active = survival enhancement above about 18%;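 also: cells exposed to compounds for 16 hours before the ATP read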
Cardio protect = protects H9c2 cardiomyocytes from peroxide injury. H2O2 injury protection, ATPLite, 2 h. protection from H2O2 cell death, % at 20 µM. 0.63% of 360,000 active;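 active = compounds giving at least 50% protection of heart cells from peroxide-induced death in the single-dose screen, raw or plate-pattern-corrected value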;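 also: 0% = DMSO wells with peroxide and 100% = DMSO wells without peroxide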
Active calls of the source: *; ? = inconclusive; . = no result given. Outcome played no part in choosing rows; overall some 3.1% were active at least once.

SMILES | Glyco luc inh | ABCB6 inh MLPCN | Exocytosis inh | aDG glyco act | Vif inh | CaV13 FRET inh | m5-HT2A agonist | PDI inh | iPSC survival up | Cardio protect
Cc1cc2nc3n(c2cc1C)CC1CC(C(=O)NCc2ccco2)N(C)C31 (configuration not stated) | 2.5 | 98.0 | -7.1 | 0.2 | 2.3 | -9.6 | -4.9 | -1.5 | -1.0 | 3.1
Cc1nc(NC(=O)CSc2nnc(C3CC3)n2N)c(Cl)cc1Cl | 1.8 | 98.0 | 30.9 | -0.1 | -1.4 | -4.8 | -6.7 | -3.1 | 0.0 | 0.6
Nc1nc(Sc2ccc([N+](=O)[O-])c3nonc23)c2[nH]cnc2n1 | ? | 127.0 | 27.3 | 0.1 | -5.9 | -5.6 | 0.6 | -31.7 | -2.4 | -20.1
CCOC(=O)N1CCN(C(=O)CCc2ccc(S(=O)(=O)NC(C)C)cc2)CC1 | -0.9 | 97.0 | 1.6 | 0.0 | -20.2 | -1.2 | -2.2 | 1.1 | -0.5 | 0.4
CCCS(=O)(=O)NC(=O)C1(C)CCCN(C(=O)c2cccc(C(F)(F)F)c2)C1 (configuration not stated) | 5.6 | 76.0 | 1.0 | 1.3 | 1.2 | -4.4 | -2.7 | -0.1 | 1.1 | 5.2
CC[C@@]1(c2ccccc2OC)C(=O)N(C(=O)OC)N1C(=O)OC | -2.1 | 95.0 | -11.8 | 0.4 | 15.6 | . | 1.2 | 10.1 | -1.5 | 16.4
CCc1ccccc1N(C(=O)CNC(=O)c1ccco1)C(C(=O)NC1CCCC1)c1cccnc1 (configuration not stated) | 1.7 | 92.0 | -3.1 | 0.1 | 14.7 | -2.1 | 3.3 | 0.8 | -0.5 | -3.5
COc1ccc(-c2ccc3[nH]c4c(c3c2)CCN2C[C@@H]([C@H](C)OC(=O)Nc3cc(Cl)cc(Cl)c3)[C@@H](N(C)C(=O)Nc3cc(Cl)cc(Cl)c3)C[C@@H]42)cc1 | -4.8 | 103.0 | 2.5 | 0.1 | -0.7 | -4.6 | -0.2 | 0.0 | 0.3 | -12.5
Cn1nnnc1SCC(=O)NC1CCCCC1 | -0.6 | 108.0 | 1.6 | -0.1 | 3.3 | . | -1.9 | -2.4 | 0.0 | 20.3
CC(=O)NC(=S)Nc1ccc(NC(=O)COc2ccc(C(C)C)cc2)cc1 | 4.3 | 99.0 | -0.5 | -0.4 | -1.4 | -5.1 | 1.4 | 12.3 | -0.7 | -3.1
Cc1cnc(NC(=O)Cc2cccs2)s1 | 2.7 | 96.0 | -1.5 | -0.3 | . | -6.2 | -17.0 | -3.9 | 0.6 | 1.5
O=C(N/N=C\c1c(O)ccc2ccccc12)c1ccc(Cn2cccn2)o1 | -8.8 | 101.0 | 8.8 | 0.8 | -0.6 | -7.8 | -5.2 | 5.9 | 1.0 | 44.5
CN(C)CCOC(=O)CC12CC3CC(C1)CC(CC(=O)OCCN(C)C)(C3)C2 | -1.8 | 89.0 | 0.7 | 0.6 | -14.2 | -0.2 | 1.2 | 15.8 | 1.1 | 6.3
Cc1ccc(CNC(=O)c2nccnc2C(=O)O)cc1 | 2.8 | 102.0 | -8.6 | 0.1 | -11.8 | -14.8 | 0.8 | -4.2 | 0.9 | -3.7
COC(=O)[C@]12CCCCC=C1N(Cc1ccc(Cl)cc1Cl)C(=O)[C@H](CC(=O)N1CCCCC1)C2 | . | 99.0 | -0.3 | -0.1 | . | -4.6 | 0.5 | . | -0.6 | .
Cc1n[nH]c(=O)nc1N/N=C/c1ccc(O)c([N+](=O)[O-])c1 | -3.0 | 94.0 | -3.2 | -0.2 | -5.1 | -5.2 | 6.2 | -4.1 | -0.8 | 5.6
COc1ccccc1N1CCN(C(=O)C(CC(C)C)NC(=O)C2CCCCC2)CC1 (configuration not stated) | 0.0 | 96.0 | 13.5 | 0.1 | -2.3 | -2.1 | 0.8 | 7.6 | -0.1 | -2.2
Cc1cc(C(=O)COc2ccc3ccc(=O)oc3c2)c(C)n1C | -0.6 | 95.0 | -6.1 | -0.2 | 7.2 | -3.6 | 0.1 | 2.1 | 1.0 | -2.3
COc1cc2oc(=O)cc(CN3CCN(c4ccccc4OC)CC3)c2cc1Cl | 2.6 | 103.0 | -3.6 | 0.1 | . | -8.9 | 0.5 | . | 1.6 | 5.0
O=C(NCCOc1ccccc1-c1ccccc1)c1ccco1 | -1.6 | 97.0 | -3.7 | 0.1 | -0.5 | -2.9 | -4.9 | 0.4 | 2.3 | 2.5
CN(C)c1ccc(CN(C(=O)COc2ccc(F)cc2)C2CCS(=O)(=O)C2)cc1 (configuration not stated) | -0.7 | 109.0 | -8.5 | 1.5 | 9.3 | -5.8 | -4.9 | -0.6 | -1.3 | 5.5
O=C(CSc1ccc(-c2ccco2)nn1)NCc1ccc2c(c1)OCO2 | -1.1 | 98.0 | -2.9 | -0.1 | 2.5 | -5.4 | -2.5 | -15.0 | 0.9 | 5.1
CCN(CC(=O)Nc1ccc(OC)cc1)C(=O)c1ccc2c(c1)NC(=O)C(C)S2 (configuration not stated) | -3.2 | 102.0 | -9.7 | -0.3 | -1.2 | -15.1 | 2.7 | -0.1 | -0.1 | -3.1
CN(C)S(=O)(=O)c1cccc(C(=O)Nc2n[nH]c(C(F)(F)F)n2)c1 | 0.5 | 91.0 | -1.6 | -0.2 | -4.5 | -2.9 | 2.1 | 2.1 | -0.6 | -6.6
COC(=O)C1=CO[C@@H](O[C@@H]2O[C@H](CO)[C@@H](O)[C@H](O)[C@H]2O)C2C1C=C[C@@]2(O)CO (some centres not stated) | 6.6 | 101.0 | 4.5 | -0.3 | . | -6.1 | 0.9 | 1.7 | -0.2 | -2.3
CCOC(=O)c1cnc2c(C(=O)OC)cccc2c1NCc1cccnc1 | 2.0 | 97.0 | -5.8 | -0.1 | -9.4 | 2.2 | -0.1 | 0.8 | -0.6 | 16.9
Nc1c(Cl)c(Cl)nc(C(=O)OCC(=O)NC2CCCCC2)c1Cl | 2.7 | 104.0 | -1.8 | -0.1 | -7.4 | . | 3.9 | -0.8 | -0.3 | 3.0
COc1cccc(N2CCN(C(=O)C3CCN(S(=O)(=O)c4ccc5c(c4)oc(=O)n5C)CC3)CC2)c1 | -1.1 | 100.0 | -3.7 | -0.5 | 13.8 | -7.1 | 4.4 | -3.7 | 0.1 | -6.0
CCS(=O)(=O)NCc1csc(C)n1 | 1.2 | 104.0 | 8.1 | 0.0 | 0.9 | -5.4 | 0.5 | 15.8 | 2.0 | 7.3
COc1cc2c(cc1OC)C(C)N(C(=O)c1c(C)noc1C)CC2 (configuration not stated) | 3.1 | 99.0 | -0.8 | 0.2 | 2.7 | -18.9 | 4.0 | -4.0 | -0.6 | 0.3
O=C(N1CCOCC1)N1CCN(c2ccc(F)cc2)CC1 | 0.6 | 104.0 | 1.0 | 0.0 | -1.6 | . | -0.7 | -0.3 | -0.6 | 5.0
O=C(Nc1cccc(C(=O)O)c1)/C(=C\c1ccccc1)NC(=O)c1ccccc1Cl | 1.3 | 92.0 | 1.1 | 0.0 | -0.4 | -4.9 | -0.5 | -4.1 | 0.0 | 2.4
CCOc1ccc2ncc(S(=O)(=O)c3ccc(C)cc3)c(N3CCC4(CC3)OCCO4)c2c1 | -11.2 | 100.0 | 43.8 | 0.0 | -16.4 | -3.3 | -2.9 | 7.0 | -1.1 | 17.3
CC(NCc1cccn1C)c1ccccc1 (configuration not stated) | 0.1 | 98.0 | 1.7 | -0.1 | -2.9 | -7.5 | 7.5 | 7.2 | 0.4 | 4.0
O=C(Nc1ccccc1)c1cc2ccccc2[nH]1 | 2.1 | 96.0 | -3.8 | -0.1 | -2.9 | -5.2 | 5.0 | -3.5 | -1.7 | 3.8
CN(C(=O)COC(=O)C1CSC2(C)CCC(=O)N12)c1ccccc1 (configuration not stated) | 1.5 | 97.0 | -0.2 | -0.2 | -3.4 | -1.7 | -3.5 | 18.0 | -0.4 | 8.0
CCN(CC)C(=O)C(=O)c1cn(CC(=O)N2CCc3ccccc3C2)c2ccccc12 | -1.4 | 97.0 | -0.6 | 0.8 | -2.0 | -19.9 | 2.6 | 3.7 | -0.7 | 0.8
COc1ccccc1NC(=O)C(=O)NCC1CCCN1S(=O)(=O)c1cccs1 (configuration not stated) | -1.6 | 97.0 | 2.2 | 0.5 | 3.1 | -2.3 | 7.8 | 8.0 | -0.2 | -6.5
Cc1ccc(S(=O)(=O)NC(=O)C2(C)CCN2C(=O)Cc2ccc(-c3ccccc3)cc2)cc1 (configuration not stated) | 1.9 | 97.0 | -7.3 | 0.4 | 1.5 | -5.6 | 3.1 | 1.1 | -0.6 | -2.9
Cc1c(O)ccc(-c2[nH]ncc2-c2nc3ccccc3s2)c1O | 1.3 | 97.0 | -1.5 | 3.1 | . | -5.2 | 1.8 | 5.9 | -0.7 | -8.8
Nc1nc(SCC(=O)N2CCCCC2)[nH]c(=O)c1NC(=O)c1cccs1 | -0.6 | 93.0 | 8.6 | -0.1 | -9.5 | -2.4 | -1.9 | -1.7 | -0.2 | -0.7
CCOC(=O)C(C)n1cnc2c(nnn2-c2ccc(OC)cc2)c1=O (configuration not stated) | 2.5 | 103.0 | 4.7 | -0.2 | -1.9 | -9.6 | 1.1 | 1.5 | 0.4 | 5.0
CCOC(=O)N1CCN(Cc2nc(N)nc(Nc3ccccc3C)n2)CC1 | 3.9 | 94.0 | -1.8 | 0.0 | -3.4 | . | 3.6 | -1.7 | -2.4 | -0.9
CC(NC(=O)c1cccc(F)c1)C(c1cccs1)N1CCN(C)CC1 (configuration not stated) | -2.7 | 99.0 | 0.1 | 0.2 | -1.3 | -6.6 | -3.0 | -2.3 | -0.7 | 5.1
CC(=O)Nc1c2c(nn1-c1ccc(C)cc1)CS(=O)(=O)C2 | 1.5 | 92.0 | 2.9 | 0.0 | 7.7 | -1.9 | -2.9 | 2.5 | -0.8 | 5.2
O=C(Nc1ccc2oc(-c3ccccc3F)nc2c1)c1ncn[nH]1 | -11.9 | 95.0 | -5.1 | 0.3 | . | -2.3 | 2.9 | 19.2 | -1.8 | -8.3
Cc1cc(C)n(-c2ccc(C(=O)Nc3cc(C(F)(F)F)ccc3N3CCOCC3)cc2)n1 | 3.1 | 105.0 | 2.8 | 0.3 | -4.8 | . | 2.0 | -11.4 | -0.7 | 1.4
Cc1cc(NC(=O)C(=O)c2c(C)[nH]c3ccccc23)no1 | 0.9 | 100.0 | 0.8 | 0.6 | -6.3 | 1.5 | -5.1 | 1.1 | -0.6 | -3.2
C/C(=C\C(=O)c1ccc(C)cc1)NCc1ccc(F)cc1 | 2.2 | 97.0 | -4.3 | 0.2 | . | -5.3 | -2.5 | 6.3 | -1.3 | 0.5
COc1ccc(C2=NOC(C(=O)N3CCN(C(=O)c4ccco4)CC3)C2)cc1OC (configuration not stated) | -0.3 | 100.0 | -1.2 | -0.7 | 4.6 | -6.8 | -3.7 | -3.1 | 0.0 | -1.0
CCOC(=O)C1C(=O)C=C(c2ccc(NS(C)(=O)=O)cc2)CC1c1ccco1 (configuration not stated) | 1.3 | 90.0 | -3.7 | -0.1 | 11.9 | -11.3 | -4.0 | 7.7 | -0.1 | 0.3
CC1(C)CC2CC(C)(CN2C(=O)COC(=O)c2n[nH]c(=O)c3ccccc23)C1 (configuration not stated) | 1.6 | 113.0 | -5.9 | -0.1 | -9.4 | . | 4.0 | -1.6 | 8.5 | 60.1*
